PGK inhibitor = T. brucei PGK inhibition. P07378. PGK/GAPDH coupled, Kinase-Glo luminescence, 60 min. Potency, µM (doses to about 57.5 µM), for inactives: at the highest dose activity change, negative = inhibition, hits mostly inhibitors. actives 0.043% (n = 380,000). AID 602233; also: potency is read from the fitted curve at half-maximal effect; % is scaled to controls: 0 for no effect and ±100 for the full control effect; nearly all actives have a fitted effect of over 60% in size
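Recombinant glycosomal PGK reaction used 1,3-bisphosphoglycerate generated in-well by GAPDH (100nM final) in 100mM TEA pH 7.6, 5mM MgCl2, 0.01% Tween-20. After 60 minutes at room temperature, ATP was read by Kinase-Glo Plus luminescence end-point.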
HP1b binding inh = inhibitors of HP1-beta chromodomain binding to methylated histone tails. actives 0.56% (n = 390,000). AlphaScreen HP1-beta / biotin-H3K9me3 peptide binding. Potency, µM (titrated, usually from 114 µM), for inactives: at the highest dose activity change, negative = inhibition, most hits filed as inhibitors. AID 540317; also: potency is read from the fitted curve at half-maximal effect; nearly all actives have a fitted effect of over 70% in size; inactives centre near 23
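AlphaScreen: HP1-beta (50 nM) preformed 30 min with biotin-H3(1-18)K9me3 peptide (50 nM) in PBS pH 7.4, 0.01% Tween-20. Compound added for 30 min at RT, then streptavidin donor/nickel chelate acceptor beads (10 ug/mL) for 30 min.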
Pin1 inhibitor = inhibitors of human Pin1 | Q13526 | Pin1 FP peptide displacement, HiFluor488, 10 min | Potency, µM (top dose mostly 115 µM), for inactives: at the highest dose activity, negative = inhibition, actives largely listed as inhibitors | actives 0.009% (n = 390,000) | AID 504891; active = well fitted inhibition curve with a large enough effect in the polarisation, with a control signal flat, not every such curve was filed as active; inconclusive = small, poorly fitted or top-dose-only effect, or effect the other way, or a change in a side signal; inactive = no such curve, though single readings can be large or run the other way; the % refers to the polarisation; also: potency is read from the fitted curve at half-maximal effect; % is scaled to controls: 0 for no effect and ±100 for the full control effect
Target sequence (Q13526 whole entry, looked up): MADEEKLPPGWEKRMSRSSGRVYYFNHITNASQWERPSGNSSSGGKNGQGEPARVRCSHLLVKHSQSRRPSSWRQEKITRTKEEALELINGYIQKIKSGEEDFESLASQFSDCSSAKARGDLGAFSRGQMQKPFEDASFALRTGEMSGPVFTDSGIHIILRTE
PI4K2A inh = blocks human PI4K2A kinase activity; AID 1346378; actives 0.13% (n = 420,000); purified PI4K2A, ADP-Glo luminescence, 1 h; stronger effect = lower value; activity change, negative = inhibition, % at 76.9 µM; in the data active = activity change below about -50%; inconclusive = mostly about -30% to -49%;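 also: -100% = wells without enzyme as full effect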
Target sequence (Q9BTU6 whole entry, looked up): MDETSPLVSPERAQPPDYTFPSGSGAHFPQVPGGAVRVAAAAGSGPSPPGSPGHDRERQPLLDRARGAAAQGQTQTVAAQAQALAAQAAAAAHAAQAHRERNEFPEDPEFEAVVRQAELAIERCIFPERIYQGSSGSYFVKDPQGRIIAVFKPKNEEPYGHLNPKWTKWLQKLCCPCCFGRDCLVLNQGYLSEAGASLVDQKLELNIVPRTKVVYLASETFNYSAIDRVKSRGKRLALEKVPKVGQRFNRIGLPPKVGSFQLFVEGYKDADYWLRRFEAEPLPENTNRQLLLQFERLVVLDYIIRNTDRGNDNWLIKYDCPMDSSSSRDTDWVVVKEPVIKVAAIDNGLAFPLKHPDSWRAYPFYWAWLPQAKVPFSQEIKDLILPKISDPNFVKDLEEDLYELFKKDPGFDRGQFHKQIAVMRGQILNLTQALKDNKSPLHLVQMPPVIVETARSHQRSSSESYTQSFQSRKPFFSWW
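Compounds are screened against recombinant PI4K2A using PI as substrate and ATP, the latter dispensed at 300 microM. Reactions run one hour at ambient temperature before ADP-Glo detection; full inhibition defined by wells lacking enzyme.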
G9a block = inhibitors of human histone lysine methyltransferase G9a; Q96KQ7; G9a H3K9 monomethylation, AlphaScreen, 2 h; Potency, µM (titrated, usually from 102 µM), for inactives: at the highest dose activity, negative = inhibition, usual class: inhibitors; actives 8.8% (n = 350,000); AID 504332; also: potency is read from the fitted curve at half-maximal effect; % is scaled to controls: 0 for no effect and ±100 for the full control effect; nearly all actives have a fitted effect of over 75% in size
Target sequence (Q96KQ7 913-1193 limits assumed): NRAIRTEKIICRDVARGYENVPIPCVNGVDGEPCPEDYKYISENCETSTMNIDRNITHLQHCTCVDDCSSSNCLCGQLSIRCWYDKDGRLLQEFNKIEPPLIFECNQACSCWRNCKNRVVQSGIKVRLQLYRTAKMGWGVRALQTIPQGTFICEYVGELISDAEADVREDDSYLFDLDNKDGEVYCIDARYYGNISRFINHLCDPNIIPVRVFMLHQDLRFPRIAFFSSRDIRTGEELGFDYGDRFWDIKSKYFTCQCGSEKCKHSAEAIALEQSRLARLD
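G9a (20 nM) was preincubated 15 min with compound, then reacted 2 h at room temperature with 500 nM biotin-H3K9 peptide and 20 µM SAM. Monomethyl-H3K9 detected by AlphaScreen using anti-H3K9me1 antibody.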
Pol eta inh = DNA polymerase eta (human) inhibition | recombinant Pol eta, fluorescent DNA replication assay | Potency, µM (top dose mostly 114 µM), without a hit: top-dose activity change, negative = inhibition, hits mostly inhibitors | actives 1.2% (n = 390,000) | AID 588591; also: potency is read from the fitted curve at half-maximal effect; % is scaled to controls: 0 for no effect and ±100 for the full control effect
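Pol eta at 10 nM preincubated with compounds 15 min at room temperature; reaction started with fluorescent substrate (50 nM final) and read kinetically at 0 and 10 min.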
JMJD2A Tudor inh = inhibitors of human JMJD2A Tudor domain; O75164; AlphaScreen JMJD2A-Tudor / H3K4me3 peptide binding; Potency, µM (doses to about 114 µM), for the others: top-dose activity change, negative = inhibition, usual class: inhibitors; actives 4.4% (n = 390,000); also: potency is read from the fitted curve at half-maximal effect; % is scaled to controls: 0 for no effect and ±100 for the full control effect; nearly all actives have a fitted effect of over 50% in size
GLS inhibitor = inhibitors of human glutaminase (GLS) | O94925 | GLS enzymatic activity, qHTS titration | Potency, µM (highest dose often 45.5 µM), inactives show at the highest dose activity change, negative = inhibition, usual class: inhibitors | actives 0.21% (n = 410,000); also: potency is read from the fitted curve at half-maximal effect; % is scaled to controls: 0 for no effect and ±100 for the full control effect
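hKGA; 45 mM KH2PO4 pH 8.2 + 0.02% Tween-20; cpd via pin tool; 1 mM Gln soln; GluOx/HRP/Amplex Red; RT 30 min; fluor. t0 & final.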
BAZ2B block = blocks human BAZ2B | AlphaScreen BAZ2B-H3K14Ac peptide displacement | Potency, µM (top dose mostly 114 µM), without a hit: at the top dose activity change, negative = inhibition, usual class: inhibitors | actives 4.4% (n = 360,000); also: potency is read from the fitted curve at half-maximal effect; % is scaled to controls: 0 for no effect and ±100 for the full control effect; nearly all actives have a fitted effect of over 60% in size
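AlphaScreen displacement of biotin-H3(5-23)K14Ac peptide (50 nM final) from BAZ2B (50 nM final) in PBS pH 7.4, 0.01% Tween-20; complex preformed 30 min RT, then compounds (top 110 uM) 30 min RT, beads 20 min dark.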
* marks the source's active call; other numbers are inactive results; i = inactive; ? = inconclusive; · = not tested or not shown; [ ] = another dose, or the depositor's remark. Unless noted, calls follow the shape of the dose curve; as a rule, active = well fitted curve in the direction sought with a large enough effect; inconclusive = small, poorly fitted or top-dose-only effect, or another doubt; inactive = no such curve, though single readings can be large; an effect the other way counts as inactive or inconclusive. Some of the compounds tested. The share of hits here may be higher or lower than overall.

SMILES	PGK inhibitor	HP1b binding inh	Pin1 inhibitor	PI4K2A inh	G9a block	Pol eta inh	JMJD2A Tudor inh	GLS inhibitor	BAZ2B block
COc1ccccc1CC(NC(C)=O)C(=O)NC1CCN(C(=O)Nc2ccc(F)cc2)CC1 (centres undefined)	-6%	33%	-6%	-3	-6%	-21%	2%	-11%	-14%
COc1ccc(-c2noc(C3CCCN(C(=O)c4ccccc4)C3)n2)cc1 (centres undefined)	-3%	55%[activator]	-1%	-4	·	-11%	-1%	6%	-6%
CN(C(=O)COC(=O)C1=COCCO1)c1c(N)n(Cc2ccccc2)c(=O)[nH]c1=O	-1%	34%	3%	-3	-7%	-9%	-6%	2%	-2%
CC1CN(CC(O)COc2ccccc2C(C)(C)C)CC(C)O1 (centres undefined)	0%	62%[activator]	-6%	4	-50%[59 µM]	-8%	-9%	-12%	-14%
O=[N+]([O-])c1cccc(/C=C/c2nc[nH]c2[N+](=O)[O-])c1	-19%	38%	3%	7	?	-6%	3%[11.4 µM]	0%	-6%
COc1ccc(S(=O)(=O)c2c(Nc3ccccc3F)sc(C(=O)c3cccc(OC)c3)c2N)cc1	6%	7%[57 µM]	11%	-2	6%[59 µM]	-12%	?	-12%	-22%
CN(CC(=O)Nc1ccc(F)c(F)c1F)c1ncnc2sccc12	-21%	1%	-6%	2	-25%	-20%	-12%	-13%	13%
c1ccc(CCNC2=NCCS2)cc1	-9%	30%	-3%	3	-9%	-16%	-3%	-3%	-15%
O=C(NCCCn1ccnc1)c1nc(Cn2ccc([N+](=O)[O-])n2)no1	-1%	6%	3%	-1	-9%	7%	-3%	-21%	-24%
COc1ccc(S(=O)(=O)Nc2cccc(SC)c2)cc1C(=O)N1CCOCC1	2%	28%	-3%	-2	14%	-23%	3%	-14%	-1%
Cc1[nH]c2ccccc2c1/C=C/c1nc2ccccc2c(=O)n1-c1ccc([N+](=O)[O-])cc1	-2%	20%	6%	-3	-4%[59 µM]	-7%	-11%	1%	-6%
Cc1ccc(C(CC(=O)O)NC(=O)c2ccc(S(=O)(=O)N3CCCC3)cc2)cc1 (centres undefined)	-7%	6%	-11%	-2	?	-16%	-7%	-5%	13%
Cc1ccc(-c2nc3cc(NC(=O)C(C)C)ccc3o2)cc1C	-6%	37%	0%	-1	-24%[59 µM]	-13%	-4%	-1%	17%
CCOc1ccc2nc3c(cc2c1)CN(CCOC)C(=NCCOC)S3	6%	45%[activator]	?	-4	10%	6%	-4%	0%	1%[57.1 µM]
CCc1cccc(CC)c1NC(=O)CSc1nnc(C(C)C)n1CC	1%	8%	-1%	5	0%[12.7 µM]	-13%	-29%	-8%	-11%
COc1cccc(N2CC(C(=O)Nc3nnc(SCCN4CCOCC4)s3)CC2=O)c1 (centres undefined)	-3%	43%[activator]	-5%	1	40µM*	-5%	-17%	-5%	-10%
CCCCOC(=O)c1ccc(NC(=S)NC(=O)c2c(Cl)cnn2CC)cc1	5%	38%[activator]	-1%	3	43%[12.7 µM]	-5%	3%	11%	1%
O=C(Nc1ccccc1)OCCNC(=O)c1cccc(Cl)c1	-1%	35%	3%	-6	12%[59 µM]	-16%	-8%	3%	5%
Nc1nc2ccc([N+](=O)[O-])cc2[nH]1	-9%	29%	-7%	1	16%	-1%	-3%	-3%	-8%
O=C(NCc1cccs1)c1nc(-c2cccs2)no1	-5%	33%	-5%	2	7%	1%	3%	-5%	1%
CCC(C)C(=O)Nc1nc2c(s1)C(=O)CC(C)(C)C2 (centres undefined)	-5%	17%	8%	-1	-10%	-21%	-28%	-6%	-2%
COc1ccc2[nH]cc(CCN=C(NC(=O)c3cccc(Cl)c3)Nc3nc(C)cc(C)n3)c2c1	-4%	30%	1%	-8	-26%[59 µM]	-23%	-32%	-3%	-31%
Cc1ccc(NC(=O)N2CCN3CCCCC3C2)cc1C (centres undefined)	i	32%	3%	7	0%[59 µM]	-9%	6%	4%	-10%
CCc1ccc(NC(=O)CN(c2cccc(C)c2)S(C)(=O)=O)cc1	-6%	5%	-1%	5	21%[12.7 µM]	3%	-14%	-4%	11%
O=C(c1cccc(N2CCCC2=O)c1)N1CCN(c2ccccc2)CC1	4%	33%	5%	2	?	0%	4%	6%	16%
CC1CCN(C(=O)COC(=O)c2cc([N+](=O)[O-])ccc2N2CCOCC2)CC1	5%	9%	4%	0	-6%[0.501 µM]	-4%	-5%	18%	9%
CCOc1ccc(CCNC(=O)CSc2nnnn2-c2ccc(C)cc2C)cc1OCC	i	22%	0%	5	-8%[59 µM]	-13%	-26%	-1%	-22%
CC(C)(C)c1ccc(S(=O)(=O)Nc2ccc(Cc3ccncc3)cc2)cc1	-4%	4%	13%	3	-47%[59 µM]	-17%	?	12%	-32%
CC(c1ccccc1)n1c(-c2cccs2)nc2c(c(=O)c3ccccc3n2C)c1=O (centres undefined)	0%	8%	-8%	-1	32%[12.7 µM]	-18%	-20%	-16%	?
Fc1cccc(-c2nnn3c2nc(NCc2ccc4c(c2)OCO4)c2ccccc23)c1	6%	22%	-7%	-10	-19%[59 µM]	-3%	-1%	-10%	-1%
CCOC(=O)C1=C(C)NC(=O)NC1c1ccc(OCCO)c(OC)c1 (centres undefined)	-1%	39%[activator]	-6%	-4	-2%[59 µM]	-7%	-2%	-4%	-2%
COc1ccc(CCNC(=O)CCCCn2c(=O)c3ccccc3n(Cc3ccccc3C)c2=O)cc1OC	i	45%[activator]	13%	-1	0%[59 µM]	-5%	-16%	-1%	?
CCOC(=O)NC(O)C(=O)c1cccs1 (centres undefined)	13%	31%	-3%	-1	-13%[2.33 µM]	-17%	3%	-3%	10%
CCS(=O)(=O)N1Cc2ccccc2CC1C(=O)OCC(=O)Nc1ccc(SC(F)F)cc1 (centres undefined)	0%	56%[activator]	60%[activator]	-10	24%	?	-18%	-2%	-6%
Cc1ccc(S(=O)(=O)N2CCCCC2)cc1NCC(=O)Nc1ccc(Br)cc1F	-10%	·	·	1	·	-21%	·	-4%	·
CCC(=O)Nc1ccc(NC(=O)CSc2nnnn2-c2ccc3c(c2)OCCO3)cc1	-8%	29%	7%	0	10%	-2%	-3%	-9%	-4%
Cc1cc(C)nc(NNS(=O)(=O)c2ccc(F)c(Cl)c2)n1	-3%	15%	-3%	-12	?	-4%	-31%	14%	79µM*
O=C(NCCCc1ccccc1)c1c(O)nc2sccn2c1=O	-5%	5%	2%	0	-4%	-7%	-23%	6%	7%
Cc1ccccc1CN(c1ccc(C(=O)NCCC2=CCCCC2)cc1)S(C)(=O)=O	-9%	26%	0%	-2	2%[59 µM]	-2%	-21%	-2%	-1%
CCC(=O)Nc1ccc(-c2ccc(N3CCC(C)CC3)nn2)cc1	-5%	21%	-6%	-3	3%	4%	3%	0%	-1%
COc1ccccc1S(=O)(=O)Nc1cc(S(=O)(=O)N2CCCCC2)ccc1N1CCOCC1	-9%	46%[activator]	0%	-3	-7%	-6%	-6%	-2%	-13%
COc1ccccc1OCC(=O)O/N=C(\N)c1ccccn1	-1%	11%	-6%	6	?	-19%	-10%	-3%	-13%
CCCn1c(SCC(=O)NCc2cccs2)nc2c1c(=O)n(C)c(=O)n2C	6%	28%	2%	8	6%	-12%	0%	-5%	2%
Cc1cc2c(Nc3ccc(C(=O)O)cc3)ncnc2s1	2%	30%	6%	-2	·	-2%	-9%	1%	-3%
Cc1ccc(OCCC(=O)OCC(=O)NC(=O)NC2CCCC2)cc1	-7%	47%[activator]	7%	-2	5%	-6%	-8%	0%	-5%
CC(C)NC(=O)C1CCC(Cn2c(=O)c3sccc3n(CC(=O)Nc3ccccc3)c2=O)CC1 (centres undefined)	-9%	65%[activator]	14%	4	6%[59 µM]	-13%	-4%	-2%	-6%
COc1ccccc1-c1oc2ccccc2c1-c1ccc2c(c1)OCO2	-11%	126%[activator]	6%	?	-3%[0.501 µM]	-14%	63%[activator]	-3%	39%[activator]
CCOc1ccc(CNCCN2CCCC2)cc1	-1%	?	-7%	5	2.8µM*	-3%	13µM*	2%	56µM*
Cc1cc(-c2ccccc2)nc2c(Br)c(=O)[nH]n12	-7%	28%[57 µM]	8%	-2	?	-21%	-16%	2%	-25%
OC(Cc1ccnc2ccccc12)C(Cl)(Cl)Cl (centres undefined)	-5%	0%	-1%	1	·	-6%	-10%	-4%	·

Further entries:
SMILES	PGK inhibitor	HP1b binding inh	Pin1 inhibitor	PI4K2A inh	G9a block	Pol eta inh	JMJD2A Tudor inh	GLS inhibitor	BAZ2B block
CC1(CC(=O)N/N=C/c2ccc(-c3ccc(Cl)cc3)o2)OCCO1	1%	19%	2%	3	?	-13%	-9%	11%	24%
CN(C)S(=O)(=O)N1CCN(C(=O)c2cccc(Br)c2)CC1	·	8%	2%	3	-10%	9%	-9%	5%	-3%
O=C(C(=O)N1CCCCC1)c1c(-c2ccccc2)[nH]c2ccccc12	8%	27%	-12%	4	-31%	2%	-10%	10%	-27%
Cc1cc(C)nc(N/C(=N\S(=O)(=O)Cc2ccccc2)Nc2cccc(Cl)c2C)n1	-2%	11%	-1%	1	-1%	2%	-23%	16%	0%

Record cards (already shown).
Entry for `CN(C)S(=O)(=O)N1CCN(C(=O)c2cccc(Br)c2)CC1` = PGK inhibitor = ·; HP1b binding inh = 8%; Pin1 inhibitor = 2%; PI4K2A inh = 3; G9a block = -10%; Pol eta inh = 9%; JMJD2A Tudor inh = -9%; GLS inhibitor = 5%; BAZ2B block = -3%
Entry for `O=C(C(=O)N1CCCCC1)c1c(-c2ccccc2)[nH]c2ccccc12` = PGK inhibitor = 8%; HP1b binding inh = 27%; Pin1 inhibitor = -12%; PI4K2A inh = 4; G9a block = -31%; Pol eta inh = 2%; JMJD2A Tudor inh = -10%; GLS inhibitor = 10%; BAZ2B block = -27%

Screening results as filed in PubChem.
